Assay outcomes: PubChem BioAssay, Broad Institute
Casp6 inh = human caspase-6 inhibitors, primary screen, biochemical, VEID-R110 fluorescence, single point, set 2 | P55212 | purified caspase-6, Z-VEID-R110 cleavage fluorescence | inhibition, % at 12.5 µM | hit rate 0.53% among 350,000;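 active = mean inhibition across replicates at least about 35%, with every replicate also reaching that limit, limit read from the data; inconclusive = only one of the two criteria met; inactive = neither criterion met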;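 note: 0% = median of neutral control wells and 100% = no fluorescence left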
Target sequence (P55212 24-179 limits assumed): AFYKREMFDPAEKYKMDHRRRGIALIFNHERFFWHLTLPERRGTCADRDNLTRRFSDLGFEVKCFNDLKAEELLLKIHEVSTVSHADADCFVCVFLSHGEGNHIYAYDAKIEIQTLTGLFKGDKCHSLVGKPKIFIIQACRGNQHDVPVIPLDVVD
Target sequence (P55212 194-293 limits assumed): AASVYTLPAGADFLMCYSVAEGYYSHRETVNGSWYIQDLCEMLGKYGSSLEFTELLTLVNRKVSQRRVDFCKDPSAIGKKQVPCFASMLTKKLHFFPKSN
ERp5 block = inhibitors of ERp5-driven insulin aggregation, primary screen, biochemical, turbidity, absorbance 650 nm, single point. Protein disulfide-isomerase A6 (Homo sapiens), Q15084. 90 min. inhibition, % at 9.99 µM. hit rate 0.05% among 350,000;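 active = mean replicate inhibition above about 25%, with every replicate also reaching it, limit read from the data, passing the limit was not always enough; inconclusive = only one of those two criteria met; inactive = neither criterion met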
Target sequence (Q15084 whole entry, looked up): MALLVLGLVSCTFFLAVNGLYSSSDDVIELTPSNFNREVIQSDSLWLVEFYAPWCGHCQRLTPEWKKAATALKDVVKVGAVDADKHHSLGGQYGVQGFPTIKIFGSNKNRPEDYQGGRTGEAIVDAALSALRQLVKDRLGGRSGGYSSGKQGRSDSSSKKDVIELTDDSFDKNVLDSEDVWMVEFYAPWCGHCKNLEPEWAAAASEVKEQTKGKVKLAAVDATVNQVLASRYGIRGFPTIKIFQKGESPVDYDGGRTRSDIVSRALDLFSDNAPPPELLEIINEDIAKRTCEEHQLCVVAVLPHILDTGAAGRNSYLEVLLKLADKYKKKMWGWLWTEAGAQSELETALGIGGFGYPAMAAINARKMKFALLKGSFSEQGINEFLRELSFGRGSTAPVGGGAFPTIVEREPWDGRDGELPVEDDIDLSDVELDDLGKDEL
ARNT-TACC3 inh = disruptors of ARNT/TACC3 protein interaction, primary screen, biochemical, AlphaScreen, single concentration; Transforming acidic coiled-coil-containing protein 3 (Homo sapiens), Q9Y6A5; AlphaScreen His-ARNT PAS-B/GST-TACC3 binding, luminescence; TACC3 fragment carries E629A point mutation; inhibition, % at 9.99 µM; hit rate 0.66% among 390,000;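 active = mean inhibition of replicates at least 50% and at least half of replicates each reaching 50%; inconclusive = half or more replicates reach 50% but mean below 50%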;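 note: 0% = complete ARNT plus TACC3 wells and 100% = ARNT alone without TACC3; many hits fall short of the cut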
E-selectin induc = E-selectin induction in HUVECs, primary screen, imaging, HUVEC, immunofluorescence imaging, single point | P16581 | normalized: neutral wells 0, TNF-alpha wells 100 | activation, % at 7.58 µM | hit rate 0.37% among 260,000 | AID 686992, 2013;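 active = mean E-selectin-positive cell signal at least 10% of the positive control, reached in at least 60% of replicates, without over 20% cell loss; inconclusive = no rule given, readout overlaps actives, possibly toxicity-flagged; inactive = the rest, including those meeting only one limit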;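 note: in these data hits start at about 27%; measured in HUVEC primary endothelial cells; signal is the percent of cells scored E-selectin positive by PE staining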
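Read-out basis: % PE-positive cells; Test system: HUVEC primary endothelial cells; Technique: immunofluorescence imaging; Dosing: single-point compound dose.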
RAD54 branch = inhibitors of human RAD54 branch migration, primary screen, biochemical, fluorescence, single point; hit rate 0.14% among 360,000; AID 602329, 2012; RAD54 Holliday junction branch migration, FAM/BHQ fluorescence; inhibition, % at 10.4 µM;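 active = mean normalized replicate activity at least 40 and at least half of replicates scoring 40 or more; inconclusive = only one of the two criteria met; inactive = mean below 40 and under half of replicates reaching 40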;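 note: 0% = median of neutral control wells and 100% = median of positive control wells; inhibitors cause a drop in the FAM fluorescence signal; in these data hits start at about 50%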
PglD DTNB = C. jejuni PglD acetyltransferase inhibitors, primary screen, biochemical, DTNB colorimetric, single point | inhibition, % at 12.5 µM | UDP-N-acetylbacillosamine N-acetyltransferase PglD (Campylobacter jejuni) | hit rate 0.098% among 360,000 | purified PglD enzyme, DTNB colorimetric CoA detection; in the data active = inhibition above about 16%, passing the limit was not always enough; inconclusive = no clear call, values can overlap the other calls; note: strong numbers were not always called active
RAD52 anneal inh = RAD52 DNA annealing inhibitors, primary screen, biochemical, FRET, single point, set 2; hit rate 0.46% among 360,000; DNA repair protein RAD52 homolog (Homo sapiens), P43351; recombinant RAD52 DNA annealing, FRET fluorescence; inhibition, % at 18.7 µM;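 active = every replicate showing at least 50% inhibition; inconclusive = mean inhibition at least 50% but not in every replicate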
esBAF inh = Bmi1 luciferase reporter increase in mESCs, primary screen, esBAF inhibitor project, mouse ES cells, Bmi1 luciferase knock-in, single point | AID 602393, 2012 | hit rate 2% among 350,000 | reporter increase, % at 12.5 µM | 24 h; 100% = twice the neutral-well signal; in the data active = activation above about 40%; inconclusive = no clear call, values can overlap the other calls;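 note: 0% = median of the plate's neutral control wells and 100% = double that signal; a rise in the Bmi1 reporter signal indicates esBAF inhibition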
* marks the source's active call; other numbers are inactive results; & = joins results of further samples.

O=C(N/N=C/c1ccc2c(c1)OCO2)C(=O)N1CCCC1 was read as Casp6 inh 0, ERp5 block 0, ARNT-TACC3 inh -8, RAD54 branch 3, PglD DTNB 1, RAD52 anneal inh -14 and esBAF inh inconclusive.
Screening COc1ccc(NC(=O)Nc2ccc3c(c2)C(=O)N([C@@H](C)CO)C[C@@H](C)[C@@H](CN(C)C(=O)NC(C)C)O3)cc1 returned Casp6 inh 0, ERp5 block -4, ARNT-TACC3 inh -6, E-selectin induc -0.1, RAD54 branch 6, PglD DTNB -3, RAD52 anneal inh 7 and esBAF inh -4.
O=C(C1CCOCC1)N1CC2(C1)[C@@H](c1ccccc1)[C@@H](CO)N2C(=O)CC1CC1 was read as Casp6 inh -1, ERp5 block -3, E-selectin induc 0.0 and RAD52 anneal inh -6.
Screening O=C(Nc1ccccc1)OC1CC2CC1C1CCCC21 (stereo not given) returned Casp6 inh 7, ERp5 block 0, ARNT-TACC3 inh -2, E-selectin induc 0.1, RAD54 branch -3, PglD DTNB -4 and RAD52 anneal inh 5.
`Cc1ccccc1OCCCC(=O)Nc1nncs1` gave Casp6 inh 5, ERp5 block -4, ARNT-TACC3 inh 0, RAD54 branch 3, PglD DTNB 3, RAD52 anneal inh -12 and esBAF inh 3.
O=C(Cc1ccccc1)Nc1ccccc1C(=O)Nc1ccccc1 was read as Casp6 inh 1, ERp5 block -4, ARNT-TACC3 inh -1 and RAD52 anneal inh -24.
Screening C[C@@H]1CN([C@H](C)CO)C(=O)CCCn2nncc2CO[C@@H]1CN(C)S(=O)(=O)c1ccc(Cl)cc1 returned Casp6 inh -1&-2&1, ERp5 block -5&2&-6, ARNT-TACC3 inh -2&-2, E-selectin induc -0.1, RAD54 branch -10&1&7, PglD DTNB -1&1&3, RAD52 anneal inh -9&-5&21 and esBAF inh -5&1&-1.
For COc1ccc2c3c([nH]c2c1)[C@@H](CO)N(Cc1ccccc1F)CC31CN(C(=O)C2CCC2)C1 the results were Casp6 inh -5, ERp5 block 4, E-selectin induc -0.5 and RAD52 anneal inh -5.
Screening COC(=O)C1=C(C)OC(N)=C(C#N)C1C1CCCCC1 (stereo not given) returned Casp6 inh 0, ERp5 block -3, ARNT-TACC3 inh -17, RAD54 branch 10, PglD DTNB -4, RAD52 anneal inh -9 and esBAF inh 8.
Cc1ccc(CN2CCc3[nH]c(=S)[nH]c(=O)c3C2)cc1 was read as Casp6 inh 0, ERp5 block -12, ARNT-TACC3 inh -13, RAD54 branch -19, PglD DTNB 7, RAD52 anneal inh -11 and esBAF inh 1.
COc1ccc(NC(=O)C2CCCN2C(=O)NC2CCCCC2)cc1OC (stereo not given) was read as ARNT-TACC3 inh -14, RAD54 branch 14, PglD DTNB 15 and esBAF inh 4.
`CCOc1ccc(N2C(=O)CC(N(Cc3ccco3)C(=O)CCC(=O)O)C2=O)cc1` (stereo not given) gave Casp6 inh -3, ERp5 block -3, ARNT-TACC3 inh -7, E-selectin induc 0.2, RAD54 branch -6, PglD DTNB 3, RAD52 anneal inh -12 and esBAF inh -8.

Reprinted from the part before: three entries; new compounds follow.
Cc1ccc(CN2CCc3[nH]c(=S)[nH]c(=O)c3C2)cc1 was read as Casp6 inh 0, ERp5 block -12, ARNT-TACC3 inh -13, RAD54 branch -19, PglD DTNB 7, RAD52 anneal inh -11 and esBAF inh 1.
COc1ccc(NC(=O)C2CCCN2C(=O)NC2CCCCC2)cc1OC (stereo not given) was read as ARNT-TACC3 inh -14, RAD54 branch 14, PglD DTNB 15 and esBAF inh 4.
`CCOc1ccc(N2C(=O)CC(N(Cc3ccco3)C(=O)CCC(=O)O)C2=O)cc1` (stereo not given) gave Casp6 inh -3, ERp5 block -3, ARNT-TACC3 inh -7, E-selectin induc 0.2, RAD54 branch -6, PglD DTNB 3, RAD52 anneal inh -12 and esBAF inh -8.
`Cn1c(COc2ccc(Cl)cc2)nc2ccccc2c1=O` gave ARNT-TACC3 inh -19, RAD54 branch -19, PglD DTNB 7 and esBAF inh 13.
For COc1ccccc1Nc1ccncc1[N+](=O)[O-] the results were Casp6 inh -3, ERp5 block -4, ARNT-TACC3 inh -6, E-selectin induc -0.8 and RAD52 anneal inh -4.
CNC(=O)c1ccc(CNC(=O)OCc2ccccc2)cc1 was read as Casp6 inh -3, ERp5 block -3, ARNT-TACC3 inh -2, E-selectin induc 0.9 and RAD52 anneal inh 4.
`Cc1ccc(OCCNC(=O)CCNS(=O)(=O)c2ccc(Br)cc2)cc1` gave Casp6 inh -1, ERp5 block -4, E-selectin induc -0.1, RAD54 branch 1, PglD DTNB 1, RAD52 anneal inh -6 and esBAF inh -6.
For Cc1cccc(N(CC(=O)N2CCc3ccccc3C2)S(C)(=O)=O)c1C the results were Casp6 inh 2, ERp5 block -6, ARNT-TACC3 inh -35, E-selectin induc 0.0, RAD54 branch -6, PglD DTNB 7, RAD52 anneal inh -8 and esBAF inh 3.
For CCc1c(C)[nH]n(-c2nc(-c3cccc([N+](=O)[O-])c3)cs2)c1=O the results were Casp6 inh 11, ERp5 block -1, ARNT-TACC3 inh 5, RAD54 branch -6, PglD DTNB -4 and RAD52 anneal inh -11.
For O=[N+]([O-])c1ccc(-c2cn(-c3ccccc3)c(=S)[nH]2)cc1 the results were ARNT-TACC3 inh -4, E-selectin induc 2.5, RAD54 branch 4 and PglD DTNB 0.
COc1cc2[nH]c(=S)nc(NCc3ccc(C)cc3)c2cc1OC was read as Casp6 inh 6, ERp5 block 0, ARNT-TACC3 inh 31, E-selectin induc 0.0, RAD54 branch -13, PglD DTNB 10, RAD52 anneal inh 4 and esBAF inh 4.
`C[C@H]1CN([C@@H](C)CO)C(=O)c2cc(NC(=O)NC3CCCCC3)ccc2O[C@H]1CN(C)S(C)(=O)=O` gave Casp6 inh 7, ERp5 block 7, ARNT-TACC3 inh -10, E-selectin induc -0.2, RAD54 branch -9, PglD DTNB -9, RAD52 anneal inh -1 and esBAF inh 0.
`O=C(CSc1cccc[n+]1[O-])Nc1ccccc1C(F)(F)F` gave Casp6 inh 2, ERp5 block -2, E-selectin induc -0.2, RAD52 anneal inh -12 and esBAF inh 4.
For CC(=O)c1ccccc1NC(=O)COC(=O)/C=C/c1ccc(C)o1 the results were Casp6 inh -7, ERp5 block 7, ARNT-TACC3 inh 10, E-selectin induc -0.1, RAD54 branch -2, PglD DTNB 4, RAD52 anneal inh 0 and esBAF inh -9.
For C[C@H](NC(=O)[C@@H]1[C@@H](CO)[C@@H]2Cn3c(cccc3=O)[C@H]1N2Cc1cccnc1)c1ccccc1 the results were Casp6 inh 2, ERp5 block 2, ARNT-TACC3 inh -4, E-selectin induc -1.7, RAD54 branch 3, PglD DTNB 1, RAD52 anneal inh -10 and esBAF inh 2.
Screening CCC1CCCCN1CC(C)(C)NS(=O)(=O)c1ccccc1 (stereo not given) returned Casp6 inh -3, ERp5 block 1, ARNT-TACC3 inh 4, PglD DTNB 0, RAD52 anneal inh -15 and esBAF inh -2.
For O=C(CN1CCOCC1)NCC[C@@H]1CC[C@@H](NC(=O)Cc2ccccn2)[C@@H](CO)O1 the results were Casp6 inh 0, ERp5 block 0, ARNT-TACC3 inh -11, E-selectin induc 0.0, RAD54 branch 0, PglD DTNB -2, RAD52 anneal inh -7 and esBAF inh 2.
C=CCn1nc(C(=O)N2CCOCC2)cc1-c1sc(NC(=O)c2ccccc2)nc1C was read as Casp6 inh -2, ERp5 block -3, E-selectin induc -1.9, RAD52 anneal inh -11 and esBAF inh 8.
Screening CC1(C)CC2CC(C)(CN2C(=O)c2cc(-c3ccccc3)on2)C1 (stereo not given) returned Casp6 inh 1, ERp5 block 4, ARNT-TACC3 inh -1, E-selectin induc 1.4, RAD54 branch -6, PglD DTNB 3, RAD52 anneal inh -8 and esBAF inh -3.
CC(C)C#Cc1cnc2c(c1)C(=O)N([C@@H](C)CO)C[C@H](C)[C@@H](CN(C)C(=O)CC1CC1)O2 was read as Casp6 inh 1, ERp5 block 0, ARNT-TACC3 inh -4, E-selectin induc 0.0, RAD54 branch -8, PglD DTNB -1, RAD52 anneal inh 15 and esBAF inh -5.
`Cc1nc(Cc2nnc(SCC(=O)N3c4ccccc4NC(=O)C3(C)C)o2)cs1` gave Casp6 inh 5, ERp5 block -1, E-selectin induc 0.5, RAD54 branch 1, PglD DTNB 4, RAD52 anneal inh -5 and esBAF inh 1.
For COc1ccc(C)cc1N1CC(C(=O)Nc2ccccc2N2CCCCC2)CC1=O (stereo not given) the results were Casp6 inh 4, ERp5 block 14, ARNT-TACC3 inh 3, RAD54 branch 0, PglD DTNB 2, RAD52 anneal inh -8 and esBAF inh 6.
Screening COc1ccc(C2CC(C(F)(F)F)n3nc(C(=O)Nc4ccc5c(c4)OCO5)cc3N2)cc1 (stereo not given) returned ARNT-TACC3 inh -34, RAD54 branch 4, PglD DTNB -7 and esBAF inh 0.
Screening CC(=O)Nc1ccc(S(=O)(=O)N[C@@H](C)C(=O)N2CCN(c3ccccn3)CC2)cc1 returned Casp6 inh 2, ERp5 block -3, ARNT-TACC3 inh -5, E-selectin induc 1.3, RAD54 branch -7, PglD DTNB 0, RAD52 anneal inh 2 and esBAF inh -4.
Screening COc1ccccc1S(=O)(=O)N[C@H]1C=C[C@@H](CC(=O)N2CCN(C)CC2)O[C@H]1CO returned Casp6 inh 9, ERp5 block 2, ARNT-TACC3 inh -1, E-selectin induc 0.1, RAD54 branch -5, PglD DTNB 0, RAD52 anneal inh -1 and esBAF inh -2.
For O=C(Nc1ccccc1)N1CCC(C(=O)N2CCN(Cc3ccccc3)CC2)CC1 the results were Casp6 inh 2, ERp5 block -2, ARNT-TACC3 inh -1, E-selectin induc -1.8, RAD54 branch -4, PglD DTNB 3, RAD52 anneal inh -11 and esBAF inh 12.
`COc1cc(OC)c(OC)cc1/C=N/NC(=O)c1cnccn1` gave Casp6 inh 0, ERp5 block -2, ARNT-TACC3 inh 10, RAD52 anneal inh -39 and esBAF inh -5.
Screening O=C(C[C@H]1CC[C@H](NC(=O)c2ccccn2)[C@@H](CO)O1)NCc1cc(F)cc(F)c1 returned Casp6 inh -2, ERp5 block 4, ARNT-TACC3 inh 6, E-selectin induc -0.1, RAD54 branch -1, PglD DTNB 31, RAD52 anneal inh -3 and esBAF inh -4.
For CCC(C)NC(=O)C1CC(c2cccc(OC)c2)=NO1 (stereo not given) the results were ARNT-TACC3 inh -4, RAD54 branch -8, PglD DTNB 5 and esBAF inh -5.
O=C(NC(=S)Nc1ccc(Cl)cc1)c1cncc(Br)c1 was read as Casp6 inh 1, ERp5 block -6, ARNT-TACC3 inh -2, E-selectin induc 0.4 and RAD52 anneal inh -2.
For COc1ccc(C2=NN(CCC(=O)NCC3CCCO3)C(=O)CC2)cc1 (stereo not given) the results were Casp6 inh -2, ERp5 block 0, ARNT-TACC3 inh -5, E-selectin induc 0.0, RAD54 branch -5, PglD DTNB 2, RAD52 anneal inh -5 and esBAF inh 6.
For CC(C)(C(=O)N1CCC1(C)C(=O)Nc1ccccc1Br)c1ccccc1 (stereo not given) the results were Casp6 inh 2, ERp5 block 1, E-selectin induc 0.0, RAD54 branch -6, PglD DTNB -1, RAD52 anneal inh -5 and esBAF inh -5.
